# Bioassay records (PubChem)
# FLuc counter: inhibits or activates purified firefly luciferase, miR-21 counter-screen | P08659 | purified FLuc, Km substrates, luminescence inhibition | Potency, µM (doses to about 57.5 µM), for the others: at the top dose activity change, negative = inhibition, most hits filed as inhibitors | actives 6.9% (n = 360,000) | AID 588342;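 note: plate controls were vehicle for no effect and reference inhibitor for full effect; nearly all actives have a fitted effect of over 55% in size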
#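 Purified P. pyralis luciferase, 10 nM final, with Km-level 10 uM D-luciferin and 10 uM ATP in 50 mM Tris acetate pH 7.5, 10 mM Mg acetate, 0.01% Tween-20, 0.05% BSA; 6-point qHTS titration about 60 µM downward; luminescence read.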
# MBNL1 CUG block: blocks human MBNL1 binding to CUG repeat RNA; AID 2675; Q9NR56; TR-FRET MBNL1-His/biotin-(CUG)12 binding, 665/545 ratio; actives 0.036% (n = 280,000); Potency, µM (doses to about 57.5 µM), for the others: at the highest dose activity change, negative = inhibition, most hits filed as inhibitors; active = well fitted inhibition curve with a large enough effect in the signal ratio, with a control signal flat, not every such curve was filed as active; inconclusive = small, poorly fitted or top-dose-only effect, or effect the other way, or a change in a side signal; inactive = no such curve, though single readings can be large or run the other way; the % refers to the signal ratio; note: % is set by controls: 0 for no effect and ±100 for the full control effect
#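 TR-FRET between His-tagged MBNL1 and biotin-(CUG)12 RNA, detected with Tb anti-His antibody (0.055 ng/ul) and streptavidin-XL665 (5 nM), 60 min at room temperature. Compounds titrated 92 nM to 58 uM; 665/545 nm ratio normalized to buffer and complex controls.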
# CXXC DNA block: inhibitors of human MLL CXXC domain-DNA interaction | actives 0.037% (n = 290,000) | Potency, µM (series often up to 115 µM), for inactives: at the highest dose activity change, negative = inhibition, actives largely listed as inhibitors | Q03164 | MLL-CXXC / FITC-HOXA9 DNA fluorescence polarization; active = well fitted inhibition curve with a large enough effect in the polarisation, with a control signal flat, not every such curve was filed as active; inconclusive = small, poorly fitted or top-dose-only effect, or effect the other way, or a change in a side signal; inactive = no such curve, though single readings can be large or run the other way; the % refers to the polarisation
#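 Steps: dispense CXXC domain solution (7 uM) → pin compounds or unlabeled HOX-A9 DNA control → 5 min ambient → add FLSN-HOX-A9 solution (50 nM) → spin → 30 min ambient → fluorescence polarization. Tris pH 7.5/NaCl/DTT/BSA buffer.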
# VP16 counter: inhibits Gal4-VP16 luciferase reporter, ROR gamma counter-screen | actives 3.5% (n = 310,000) | Drosophila S2 Gal4-VP16 UAS-luciferase, luminescence, 20 h | AID 2546 | Potency, µM (series often up to 53.6 µM), inactives show at the top dose activity, negative = inhibition, usual class: inhibitors;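 note: Gal4-VP16 expression switched on by copper sulfate through the metallothionein promoter; % is set by controls: 0 for no effect and ±100 for the full control effect; nearly all actives have a fitted effect of over 50% in size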
# p53 reactivation: restores transcriptional activity of mutant p53. H1299 p53-A138V BP100-luciferase reporter, luminescence, 24 h. actives 0.063% (n = 320,000). Potency, µM (highest dose often 92.2 µM), inactives show at the top dose activity change, positive = activation, usual class: activators; note: % of control where 0% means no effect; nearly all actives have a fitted effect of over 45% in size
#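 p53-null H1299 cells stably carrying temperature-sensitive p53-A138V and a BP100-luciferase reporter were pinned with compounds (4-point, 1:5 series) and held 24 hrs at 37 deg C. Luminescence was read 10 min after detection reagent.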
# Rab9 promoter act: Rab9 promoter activation; Huh7 Rab9 promoter-luciferase reporter, luminescence, 24 h; Potency, µM (top dose mostly 9.22 µM), for inactives: at the highest dose activation, negative = inhibition, actives largely listed as activators; actives 2.8% (n = 320,000); AID 485297; note: % of control where 0% means no effect; nearly all actives have a fitted effect of over 60% in size
#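 Cell-based reporter: Huh7 stable for Rab9 promoter-driven luciferase, plated in reduced-serum medium with 10% FBS at 1500 cells/well, compound-treated 24 h at 37 °C, luminescence read after 10 min reagent.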
# BRCA1 expr up: increases BRCA1 expression | MCF7-BRCA1-FFLuc reporter, luminescence, 48 h; response scale: scaled: vehicle 0%, 10 µM genistein 100% | Potency, µM (series often up to 46.1 µM), without a hit: top-dose activation, most hits filed as activators | actives 1.1% (n = 380,000); note: nearly all actives have a fitted effect of over 80% in size; some results filed as inactive show a strong effect at the top dose
#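 MCF7 cells carrying a BRCA1-firefly luciferase reporter (2000 cells/well, phenol-red free MEM) were attached for 2 h at 37 °C, then given compounds for 48 h. Luminescence was read 15 min after luciferase reagent; activity normalized to genistein (10 microM) and DMSO.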
# uPA generation: inhibitors of cell surface uPA generation; cell surface uPA generation assay, qHTS; Potency, µM (titrated, usually from 38.3 µM), for the others: at the highest dose activity change, negative = inhibition, most hits filed as inhibitors; actives 0.31% (n = 330,000); active = well fitted inhibition curve with a large enough effect; inconclusive = small, poorly fitted or top-dose-only effect; inactive = no such curve, though single readings can be large or run the other way; tested in mouse RAW 264.7 cells; note: % is set by controls: 0 for no effect and ±100 for the full control effect; nearly all actives have a fitted effect of over 55% in size
# NPC1 prom act: activators of NPC1 promoter; actives 2.4% (n = 320,000); Potency, µM (highest dose often 9.22 µM), for inactives: top-dose activation, hits mostly activators; Huh7 NPC1 promoter luciferase reporter, 24 h;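 note: % of control where 0% means no effect; nearly all actives have a fitted effect of over 60% in size; reporter is driven by a mutant NPC1 promoter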
#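 Luminescence read-out of NPC1 promoter-driven luciferase in stably transfected Huh7 cells; compounds delivered in DMSO and left 24 h at 37C, 5% CO2, qHTS titration format.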
# RORg inh: ROR gamma (mouse) transcription inhibition. P51450. Drosophila S2 Gal4-RORgamma UAS-luciferase reporter, 20 h. Potency, µM (titrated, usually from 53.6 µM), inactives show top-dose activity change, negative = inhibition, most hits filed as inhibitors. actives 5.4% (n = 310,000); note: % is set by controls: 0 for no effect and ±100 for the full control effect; nearly all actives have a fitted effect of over 60% in size
#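 Luminescence from a UAS-regulated Photinus luciferase reporter in stably transfected Drosophila Schneider cells is measured; decreased signal marks ROR gamma inhibition. Fusion expression is induced by 700 uM copper sulfate for 20 hr.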
# ELG1 genotox: induces genotoxicity in HEK293T cells with luciferase-tagged ELG1; AID 504466; Potency, µM (titrated, usually from 46 µM), for the others: at the top dose activity change, positive = activation, most hits filed as activators; actives 1.3% (n = 330,000); HEK293T ELG1-luciferase reporter, luminescence, 16 h; note: % of control where 0% means no effect; nearly all actives have a fitted effect of over 60% in size
#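 HEK293T cells expressing luciferase-tagged ELG1 were treated with compound or DMSO for 16 hr at 37°C. Luciferase activity was then read after 30 min with ONE-Glo at room temperature; rising signal flags genetic stress.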
# An asterisk follows results filed as active; u = inconclusive; x = not tested or not shown; [ ] = dose if it differs, or a comment. Unless noted, calls come from the whole dose curve; as a rule, active = well fitted curve in the direction sought with a large enough effect; inconclusive = small, poorly fitted or top-dose-only effect, or another doubt; inactive = no such curve, though single readings can be large; an effect the other way counts as inactive or inconclusive. Potency is the fitted concentration of half-maximal effect. The list is partial, so the mix of outcomes need not match the whole.
SMILES,FLuc counter,MBNL1 CUG block,CXXC DNA block,VP16 counter,p53 reactivation,Rab9 promoter act,BRCA1 expr up,uPA generation,NPC1 prom act,RORg inh,ELG1 genotox
CCN(CC)CCN1C(=O)c2ccccc2NC1c1cccc(F)c1 (stereo not given),-2%,3%,-5%,3%,6%,4%,-2%,5%,-1%,7%,-1%
CCCC(=O)N1CCN(Cc2nc3cc([N+](=O)[O-])ccc3n2C)CC1,-9%,u,4%,-8%,-1%,4%,13%,-2%,-3%,-1%,0%
CCCCc1ccc(NC(=O)CC(C)=O)cc1,-20%,7%,1%,-2%,6%,18%,45%,x,-2%,-20%,u
Cc1[nH]n(C)c(=O)c1C(=O)c1c(-c2c(Cl)cccc2Cl)noc1C,0%,u,5%,4%,u,-6%,-7%,-5%,11%,-7%,5%
O=C(CSc1cccc2cccnc12)Nc1cccc(S(=O)(=O)N2CCOCC2)c1,-7%,14%,3%,-10%,-2%,1%,-3%,1%,-2%,39%,-5%
Cc1ccc(C(C)C)c(OCC(=O)NNC2=CC(=O)CC(C)(C)C2)c1,1%,-9%,0%,0%,-3%,-4%,-38%,7%,2%,-1%,-4%
CCOCCCNC(=O)/C(C#N)=C/c1ccc(-c2ccc(S(=O)(=O)N3CCOCC3)cc2)o1,0%,u,1%,-10%,-7%,1%,-67%,-8%,-3%,42%,-11%
CCCCC(=O)Nc1cc(C)c(NC(=O)c2cccs2)cn1,0%,-3%,-1%,1%,-2%,-2%,9%,-4%,-5%,-12%,-1%
O=C(c1cc2ccccc2oc1=O)N(Cc1ccc2c(c1)OCO2)Cc1ccco1,-16%,-2%,0%,1%,-5%,17%,20%,0%,-1%,u,2%
NC(=O)CSc1oc(-c2ccco2)nc1S(=O)(=O)c1ccccc1,1%,u,-1%,1%,-17%,6%,9%,4%,3%,-9%,-2%
CCOc1ccc2[nH]c(=O)c(CN(CCc3ccccc3)C(=O)N3CCCC3)cc2c1,-2%,-12%,-10%,-5%,1%,-2%,-39%,x,-3%,4%,2%
CCc1ccc(CNC(=O)C2CCN(S(=O)(=O)N3CCC(C)CC3)CC2)cc1,0%,-1%,15%,-11%,6%,-2%,-11%,-15%,-4%,1%,-6%

# 3 entries from above, ordered by length of the SMILES, high to low:
SMILES,FLuc counter,MBNL1 CUG block,CXXC DNA block,VP16 counter,p53 reactivation,Rab9 promoter act,BRCA1 expr up,uPA generation,NPC1 prom act,RORg inh,ELG1 genotox
O=C(CSc1cccc2cccnc12)Nc1cccc(S(=O)(=O)N2CCOCC2)c1,-7%,14%,3%,-10%,-2%,1%,-3%,1%,-2%,39%,-5%
O=C(c1cc2ccccc2oc1=O)N(Cc1ccc2c(c1)OCO2)Cc1ccco1,-16%,-2%,0%,1%,-5%,17%,20%,0%,-1%,u,2%
CCCC(=O)N1CCN(Cc2nc3cc([N+](=O)[O-])ccc3n2C)CC1,-9%,u,4%,-8%,-1%,4%,13%,-2%,-3%,-1%,0%

# Additional results.
SMILES,FLuc counter,MBNL1 CUG block,CXXC DNA block,VP16 counter,p53 reactivation,Rab9 promoter act,BRCA1 expr up,uPA generation,NPC1 prom act,RORg inh,ELG1 genotox
COc1ccc(NS(=O)(=O)c2ccc(Cl)c(N)c2)cc1Br,-15%,-4%,-4%,-1%,20%,-1%,-21%,-1%,-2%,2%,-5%
CC(=O)c1ccc(NC(=O)C2CC(=O)N(Cc3ccccc3)C2)cc1 (stereo not given),9.5µM*,10%,4%,u,27%,u,u,x,u,35%,18µM*
CC(NC(=O)c1ccco1)C(=O)N(C)Cc1ccc(C(F)(F)F)cc1 (stereo not given),3%,-2%,8%,-3%,-2%,6%,11%,x,-4%,13%,-1%
Cc1ccc(-c2cccc(C(=O)NCCc3ccccc3)n2)c2ccccc12,-18%,27%,2%,23%,19%,-7%,-3%,9%,-2%,4%,0%
Cc1c(NC(=O)COc2cccc(Br)c2)c(=O)n(-c2ccccc2)n1C,2%,-1%,3%,-11%,-6%,-3%,-2%,2%,-4%,7%,4%
CC12CC3CC(C)(C1)CC(Nc1nc(N4CCOCC4)nc4ccccc14)(C3)C2,-3%,x,-3%,0%,-1%,0%,-5%,2%,-3%,-25%,-7%
CC(C)OCCCNC(=O)C(=O)N/N=C/c1ccc(OCc2ccccc2)cc1,1%,-6%,0%,-1%,1%,0%,66%,16%,0%,-1%,8%
COc1ccc(CNCC(O)(c2ccc(F)cc2)c2ccc(F)cc2)cc1OC,0%,1%,-2%,u,-4%,-22%,-15%,u,-10%,-8%,-7%
C1CN(CCN2CCOCC2)CCN1,0%,-4%,2%,-2%,16%,3%,-2%,-1%,2%,10%[1.91 µM],0%
CC(=O)Oc1ccc(N2C(=O)CCC2=O)cc1,-1%,u,6%,-3%,-1%,-2%,-12%,5%,-1%,-1%,0%
COC(=O)c1ccc2c(=O)n(CCCN3CCCC3=O)c(=S)[nH]c2c1,-2%,1%,3%,-19%,-4%,-2%,-52%,-10%,2%,-41%,-6%
O=S(=O)(O)c1cccc2c(N=Nc3ccc(O)c4ncccc34)cccc12,15µM*,u,u,-16%,-6%,-2%,-11%,-29%,-2%,u,-3%
O=C(O)CSc1cc(NS(=O)(=O)c2ccc(Cl)cc2)c2ccccc2c1O,u,u,-18%,u,-12%,-33%[inhibitor],-107%,-5%,-21%,-24%,-31%[inhibitor]
CN(C(=O)CSc1nc2c(cnn2-c2ccccc2)c(=O)[nH]1)C1CCS(=O)(=O)C1 (stereo not given),0%,-8%,-10%,5%,1%,-4%,x,x,0%,-12%,-4%
CCS(=O)(=O)c1nc(S(=O)(=O)c2ccc(C)cc2)c(N2CCCC(C)C2)s1 (stereo not given),-1%,-1%,-19%,-10%,3%,-2%,-41%,0%,-7%,2%,0%
CN(C(=O)c1ccc(Br)o1)C1(C)CCS(=O)(=O)C1 (stereo not given),-2%,-2%,-10%,4%,19%,0%,32%,1%,-3%,-9%,3%
Cc1ccc(SCC(=O)OCC(=O)N(CC(C)C)C2CCS(=O)(=O)C2)cc1C (stereo not given),3%,x,x,x,5%,-5%,-1%,0%,6%,x,2%
CCOC(=O)N1CCN(S(=O)(=O)c2cc(Br)cc3c2N(C(C)=O)C(C)C3)CC1 (stereo not given),6%,11%,-3%,-3%,-3%,-6%,0%,0%,1%,-11%,1%
COc1cccc(NC(=O)NC2(C(=O)N3CCC(O)CC3)CCCCC2)c1,-2%,-1%,7%,7%,-4%,8%,9%,1%,-2%,-27%,-2%
CC(C)CC(c1nnnn1C1CCCCC1)N1CCN(c2ncccn2)CC1 (stereo not given),0%,-11%,3%,-3%,1%,2%,-32%,3%,-1%,-9%,2%
COc1ccccc1OCC(=O)Nc1nnc(-c2ccco2)s1,-16%,33%[activator],-7%,-3%,10%,15%,-24%,-3%,19%,-15%,19%
COc1cccc(C(=O)NC2CC(C)(C)Cc3c2cnn3-c2cccc(F)c2)c1OC (stereo not given),-3%,4%,-7%,1%,0%,8%,-20%,-4%,0%,15%,-5%
O=C(Cn1cc(C(=O)C(F)(F)F)c2cc(Br)ccc21)N1CCOCC1,1%,8%,0%,9%,-2%,-2%,-8%,-20%,-3%,8%,1%
O=[N+]([O-])c1ccccc1S(=O)(=O)Nc1cccnc1,4%,4%,-18%,-9%,u,-2%,-8%,0%,-2%,-15%,-3%
COc1ccc(-c2nc(NC(=O)Cn3ccc(C(F)(F)F)n3)sc2C)cc1,-15%,-9%,-1%,7%,0%,-2%,-29%,6%,-3%,u,-12%
Cc1cccc(C)c1-n1nnnc1-c1cnccc1C(F)(F)F,1%,3%,-8%,6%,-4%,-3%,7%,3%,-1%,1%,-3%
COc1ccc(C(=O)Nc2cc(C)c3c(=O)oc4ccccc4c3n2)cc1,1%,u,-1%,-9%,2%,-5%,-6%,5%,0%,0%,-1%
Oc1ccc(-c2csc(-c3cccnc3)n2)cc1O,17µM*,u,1%,5%,u,-15%,0%,-6%,21%,3%,u
CCC(C)NS(=O)(=O)c1ccc(NC(=O)CCC2CCCCC2)cc1 (stereo not given),1%,-1%,9%,2%,4%,-2%,11%,x,-6%,9%,0%
CC(C)(C)c1nc(SCC(=O)Nc2nc3c(s2)CCCC3)c2ccccc2n1,2%,-1%,15%,4%,-7%,17%,10%,7%,-3%,-32%,-6%
COc1ccc(C(=O)N2CC3(CC(c4cccc(NC(=O)COc5ccc(Cl)cc5)c4)=NO3)C[C@@H]2C(N)=O)cc1 (stereo not given in full),11µM*,1%,-6%,9%,-1%,-2%,0%,-10%,1%,u,-12%
